APP 5UTR inh: APP translation inhibition; SH-SY5Y APP 5'UTR-luciferase reporter, luminescence; inhibition, % at 2 µM; 190,000 compounds, 0.82% hits;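 active = inhibition above a set limit, derived from the sample mean plus 3 SD, cut at about 45% in these data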; note: values of inactives mirror those of a sister screen read the other way
NF-kB expr up: compounds increasing NF-kB expression in human neuronal cells; NF-kB reporter expression; stronger effect = higher value; fold change at 12.5 µM; 190,000 compounds, 1.6% hits; AID 1239; in the data active = fold change above about 3.3
STAT1 blocker: STAT1 signaling inhibition | NIH 3T3 STAT1-luciferase reporter, IFN-gamma, luminescence | inhibition, % at 5.5 µM | 200,000 compounds, 0.35% hits | AID 920;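 active = inhibition above a set limit, the mean inhibition across all tested compounds plus 3 SD, cut at about 34% in these data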;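 note: 0% = IFN-gamma with DMSO and 100% = IFN-gamma with 300 µM nifuroxazide; values of inactives mirror those of a sister screen read the other way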
APP 5'UTR act: activates APP 5'UTR luciferase reporter; activation, % at 2 µM; 190,000 compounds, 1% hits; AID 1276; SH-SY5Y APP 5'UTR luciferase reporter, luminescence; zero percent = DMSO vehicle wells;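 active = activation above a set limit, based on mean plus 3 SD of controls, cut at about 140% in these data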; note: values of inactives mirror those of a sister screen read the other way
STAT1 activator: activators of IFN-gamma induced STAT1 signaling; NIH 3T3 STAT1-luciferase reporter, luminescence; 100% = IFN-gamma alone, no compound; activation (% of control), % at 5.5 µM; 200,000 compounds, 2.6% hits; AID 932;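 active = activation above the screen-wide mean activation plus 3 SD, cut at about 130% in these data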;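 note: raw ratio to IFN-gamma control signal so 100% means no change and 0% no light; values of inactives mirror those of a sister screen read the other way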
FLuc act counter: affects firefly luciferase, flagging false hits in luciferase stimulation screens. P08659. 200,000 tested, under 10 active. AID 1027. ATPlite luciferase biochemical, luminescence, 10 min; 0 = ATP-free wells, 1 = DMSO control. activation factor at 10 µM;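 active = luciferase activation factor, scaled between plate controls, of at least 2 with compound at 10 µM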
Target sequence (P08659 whole entry, looked up): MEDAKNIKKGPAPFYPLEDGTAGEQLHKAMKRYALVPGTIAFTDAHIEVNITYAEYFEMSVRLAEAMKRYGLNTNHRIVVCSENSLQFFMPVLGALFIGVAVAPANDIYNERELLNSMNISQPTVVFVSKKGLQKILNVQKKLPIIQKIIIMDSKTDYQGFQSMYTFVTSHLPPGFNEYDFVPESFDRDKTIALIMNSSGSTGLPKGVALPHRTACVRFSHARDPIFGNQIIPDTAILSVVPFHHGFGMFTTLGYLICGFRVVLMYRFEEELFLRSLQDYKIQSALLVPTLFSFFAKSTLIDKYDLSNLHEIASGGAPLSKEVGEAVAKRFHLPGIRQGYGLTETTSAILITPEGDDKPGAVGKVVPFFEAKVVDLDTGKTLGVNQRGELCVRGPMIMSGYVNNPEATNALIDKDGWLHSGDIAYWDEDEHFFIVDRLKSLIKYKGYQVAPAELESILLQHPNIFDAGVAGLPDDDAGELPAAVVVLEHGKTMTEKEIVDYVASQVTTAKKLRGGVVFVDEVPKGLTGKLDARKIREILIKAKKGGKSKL
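Assay system: Luciferase/luciferin detection reagent, cell-free biochemical luciferase assay / Read-out: luciferase activation / Benchmarks: No-ATP low control, compound-free enzyme-plus-ATP high control / Medium: PBS buffer for ATP / Detection: luminescence measurement of luciferase light output / Schedule: 10 min at ambient temperature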
STAT3 activator: increases IL-6 driven STAT3 reporter signal. 190,000 compounds, 0.91% hits. U3A cells, IL-6 STAT3-luciferase reporter, luminescence; 100% = signal with IL-6 EC80 alone. AID 871. activation (% of control), % at 5.6 µM;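 active = activation above the screen-wide mean of compound activation plus 3 SD, cut at about 130% in these data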;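 note: 0% = background luminescence of wells with medium and substrate only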
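Detection: reporter luminescence signal / Assay system: STAT1-lacking human U3A cells, STAT3 luciferase reporter / Incubation: compound pre-incubation 1 h before IL-6, then 6 h stimulation at 37 °C / Control set: IL-6-only high control / Read-out: % activation relative to IL-6 control / Probe or stimulus: Interleukin-6, 33 ng/mL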
STAT3 blocker: inhibitors of IL-6 induced STAT3 signaling; U3A cells, IL-6 STAT3-luciferase reporter, luminescence; host cell line lacks STAT1; inhibition, % at 5.5 µM; 190,000 compounds, 0.89% hits; AID 862;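 active = inhibition above the mean inhibition across all screened compounds plus 3 SD, cut at about 44% in these data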;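 note: 0% = DMSO only wells and 100% = 100 µM nifuroxazide control wells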
ROMK mod: human ROMK K+ channel modulation, primary screen; Tet-inducible ROMK, thallium flux fluorescence; actives lie on both sides; 130,000 compounds, 2% hits; AID 1918; P48048; B-score at 10 µM;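 active = signal ratio slope over the read window, or its plate-corrected B-score, at least 3 SD from the plate mean, either direction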;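 note: B-score of the F/F0 ratio slope over 7 to 12 s after thallium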
Target sequence (P48048 whole entry, looked up): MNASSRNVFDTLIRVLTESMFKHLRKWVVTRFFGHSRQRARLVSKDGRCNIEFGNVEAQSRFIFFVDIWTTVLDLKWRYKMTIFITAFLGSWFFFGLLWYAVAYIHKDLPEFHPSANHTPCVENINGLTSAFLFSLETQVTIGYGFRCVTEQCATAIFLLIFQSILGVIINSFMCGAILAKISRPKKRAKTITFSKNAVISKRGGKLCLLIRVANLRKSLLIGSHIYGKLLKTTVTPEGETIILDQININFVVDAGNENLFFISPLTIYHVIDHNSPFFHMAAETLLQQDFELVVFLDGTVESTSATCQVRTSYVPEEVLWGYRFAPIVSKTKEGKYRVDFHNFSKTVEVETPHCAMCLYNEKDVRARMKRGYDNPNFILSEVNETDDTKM
FLuc inhib CS: inhibits firefly luciferase, flagging false hits in luciferase inhibition screens. 200,000 compounds, 1.5% hits. AID 1006. ATPLite firefly luciferase biochemical luminescence, 10 min. P08659. inhibition, % at 10 µM;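 active = inhibition above about 50% when tested at 10 µM, limit read from the data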
* marks the source's active call; other numbers are inactive results; / = no result given.

SMILES	APP 5UTR inh	NF-kB expr up	STAT1 blocker	APP 5'UTR act	STAT1 activator	FLuc act counter	STAT3 activator	STAT3 blocker	ROMK mod	FLuc inhib CS
CCCCOC(=O)c1cccc(NC(=O)CCC(=O)O)c1	2	1	1	-2	99	1.1	101	4	/	-10
COC(=O)CSc1nc(C)cc(N2CCOCC2)n1	-13	/	-4	13	102	1	102	2	/	-4
CCOc1cc(C2c3c(n[nH]c3C)C(=O)N2c2ccc(C)cc2)ccc1O (stereo unspecified)	-7	1.1	2	7	98	1.1	97	8	/	-9
CC1=CC(C)(C)N(C(=O)CNC2CCCCC2)c2cc(C)ccc21	3	1.3	6	-3	93	1	109	-3	-7.1*	-3
COCCN(C(=S)Nc1ccc(C)c(C)c1)C(C)c1ccco1 (stereo unspecified)	-35	0.96	-4	35	102	1	103	-2	-0.2	1
COc1ccc(/C=C2\SC(=S)N(NC(=O)c3csc4c3CCCC4)C2=O)cc1	-8	1	0	8	100	1	100	3	/	-2
Cc1ccc(CN2CCS(=O)(=O)CC2)cc1	-10	0.88	8	10	93	1	99	6	/	-4
CCOC(=O)N1CCC(N(CCN(C)C)C(=S)Nc2cc(Cl)cc(Cl)c2)CC1	6	0.88	4	-6	96	1.1	107	5	0.0064	-7
O=C(O)c1ccc(S(=O)(=O)Nc2ccc(O)c(Sc3nc4ccccc4s3)c2)cc1	-8	1.2	-10	8	107	1.1	114	-10	-0.027	-8
CCOC(=O)c1cc(-c2ccccc2)sc1NC(=O)C(C)Sc1nnc(N)s1 (stereo unspecified)	-7	0.75	-8	7	107	1	81	26	/	0
Cc1ccc(S(=O)(=O)N2CCC(=O)N(CCOCc3cccc(Cl)c3)CC2)cc1	-1	1.4	6	1	95	1	90	9	-0.81	0
COc1cc(NC(=S)NC(C)(C)C)c(OC)cc1Cl	2	1.2	4	-2	95	1.1	98	10	-0.22	-6
CS(=O)(=O)N1CCc2cc(C(=O)O)ccc21	-8	1	3	8	95	1	108	-6	0.93	-3
COc1ccccc1Nc1nc(N)nc(CSc2ncccn2)n1	-3	1.4	-4	3	104	1.1	104	0	/	-5
O=C(O)CCc1ccc(-c2ccc(Cl)cc2)n1CC(=O)O	0	1.3	-2	0	102	1	108	-9	/	-4
CC(=O)N1CCc2cc(C(=O)CN3CCN(c4cccc(Cl)c4)CC3)ccc21	-5	0.78	5	5	96	1.1	68	45*	/	-8
Cn1c(N)cc(-c2ccc(F)cc2)c(C#N)c1=O	-19	1.2	1	19	98	1	92	14	1.1	-3
COc1ccc(OC)c(NC(=O)CCN2CCCCC2)c1	7	1.1	-5	-7	101	1	105	-3	/	1
COC(=O)Cc1c(C)nc2nc(NCc3cccc([N+](=O)[O-])c3)[nH]n2c1=O	4	0.96	-1	-4	101	1	104	2	0.29	-2
COC(=O)CCn1nnc(-c2cccs2)n1	0	1.2	-2	0	102	1	104	0	/	0
Cc1ccc(S(=O)(=O)NC(=O)Nc2ccccc2)cc1	-18	1.3	-3	18	101	1	101	1	0.26	-4
CCOC(=O)CN1CC23C=CC(O2)C(C(=O)NCCc2ccccc2)C3C1=O (stereo unspecified)	5	1.1	-1	-5	101	1.1	101	3	/	-10
O=C(NNc1nc(-c2ccc(Cl)cc2)cs1)c1ccco1	2	1.5	-15	-2	114	0.9	100	2	0.99	10
CCOC(=O)C1=NN(c2ccccc2)C2=NC(C)=C(C(=O)OC)C(c3ccc(C)cc3)N12 (stereo unspecified)	-11	1.1	-1	11	101	1.1	101	-1	-0.86	-6
O=c1c2ccccc2cnn1-c1ccc2ccccc2c1	-168	3.4*	-34	168*	131*	0.4	83	20	-0.15	64*
C=CCc1cccc(C=Nc2cc(Br)ccc2O)c1O	16	1	30	-16	72	1	97	4	/	-2
O=C(Nc1ccccc1NS(=O)(=O)c1ccc(F)cc1)C1CCC1	0	1.3	7	1	93	1.1	97	6	0.13	-7
Cc1cccc(-c2ncc(CN3CCC(CO)(CCCc4ccccc4)CC3)cn2)c1	-32	0.86	2	32	97	1.1	102	9	1	-9
CC1CC(C)CN(C(=O)/C(=C\c2ccccc2)c2ccccc2)C1 (stereo unspecified)	-7	1	-4	7	104	1	102	-5	-0.28	-4
CCOC(=O)c1cc(C)nn1-c1nc(Cl)cc(OC)n1	-11	1.1	1	11	100	1	96	8	0.33	-2
CC1=CC(C)C2C(=O)N(c3ccccc3)NC(=O)C2C1 (stereo unspecified)	-25	1.2	10	25	91	1	101	-3	-0.13	0
O=C(Oc1coc(CSc2ncccn2)cc1=O)c1ccccc1[N+](=O)[O-]	14	1.2	6	-14	94	0.5	94	15	0.041	46
CC(=O)C1=C(O)CCC1=NCCc1ccccc1	16	1.7	7	-16	94	1	96	12	/	-2
N#Cc1cc(S(=O)(=O)c2ccc(F)cc2)c(N)[nH]c1=O	-8	1.5	-5	8	103	1	107	-3	-0.015	1
O=C(Oc1ccc(=O)n(-c2ccccc2)n1)c1ccc(Cl)cc1	-3	1.2	11	3	90	1	98	4	/	1
Clc1ccccc1C1CC(c2ccccc2)Nc2ncnn21 (stereo unspecified)	11	1	-5	-11	104	1.1	96	10	/	-7

Results in STAT1 activator, ROMK mod and STAT1 blocker, for some of the entries so far:
Compound	STAT1 activator	ROMK mod	STAT1 blocker
C=CCc1cccc(C=Nc2cc(Br)ccc2O)c1O	72	/	30
O=C(Nc1ccccc1NS(=O)(=O)c1ccc(F)cc1)C1CCC1	93	0.13	7
Cc1cccc(-c2ncc(CN3CCC(CO)(CCCc4ccccc4)CC3)cn2)c1	97	1	2
CC1CC(C)CN(C(=O)/C(=C\c2ccccc2)c2ccccc2)C1 (stereo unspecified)	104	-0.28	-4

More results follow.
SMILES	APP 5UTR inh	NF-kB expr up	STAT1 blocker	APP 5'UTR act	STAT1 activator	FLuc act counter	STAT3 activator	STAT3 blocker	ROMK mod	FLuc inhib CS
Cc1ccc(CN2CCN(CC(=O)N3CCC(C(N)=O)CC3)C2=O)cc1	0	/	-4	0	103	/	103	2	/	/
O=C(NCc1cccs1)C1CCC(CNS(=O)(=O)c2ccc(Br)s2)CC1 (stereo unspecified)	4	0.92	-3	-4	103	1.1	103	4	0.71	-6
Cn1c(COc2ccc3ccccc3c2)nnc1SCC(=O)O	2	1.4	-5	-2	105	1	93	11	-0.11	2
CCc1cccc(CC)c1NC(=S)NCC(c1cccnc1)N(C)C (stereo unspecified)	3	1.3	-8	-3	106	1.1	94	10	0.03	-6
CCCC1COC(Cn2cncn2)(c2ccc(C)cc2)O1 (stereo unspecified)	9	1.1	3	-9	97	1.1	100	2	-0.94	-5
CCOC(=O)C1C(c2cc(OC)c(O)c(OC)c2)NC(=S)NC1(O)C(F)(F)F (stereo unspecified)	16	1.2	6	-16	95	1	98	0	-0.57	-4
CCOC(=O)c1[nH]c2ccc(OC)cc2c1C	-31	1.9	-46	31	142*	1	81	24	-0.27	2
O=c1[nH][nH]c2cc(=O)n(-c3ccc(Cl)cc3)nc12	-1	1.1	-20	1	117	1	91	21	-1.2	-3
O=C(CC1C(=O)NCCN1Cc1ccc(F)c(F)c1)NCCn1cccn1 (stereo unspecified)	-15	1.2	0	15	101	1.1	89	14	-0.99	-6
Cc1nc2cc(NCc3cc([N+](=O)[O-])ccc3O)ccc2n1Cc1ccccc1	13	1.2	0	-13	102	1	95	11	-0.052	-1
Clc1ccc(Nc2ncnc3c2cnn3-c2ccccc2)cc1	-51	2.4	-25	51	125	1	96	4	/	-4
CS(=O)(=O)N(CC(=O)Nc1ccccc1C(=O)NCc1ccco1)c1ccc2c(c1)OCCO2	/	1.1	-2	/	104	1.1	101	-2	-0.41	-6
CC(=O)Nc1ccc(N2CCC(C)CC2)c([N+](=O)[O-])c1	-11	1.6	-17	11	113	1	95	11	-0.096	-3
O=C(Nc1ccc(N2CCOCC2)c(Cl)c1)c1ccccc1Cl	-14	2.3	-30	13	126	0.9	90	16	0.29	7
Cc1nnc(SCc2ccccc2)[nH]c1=O	4	1.1	0	-4	99	1	103	1	-0.017	4
CCOC(=O)c1ccc(NC(=O)N2CCN(Cc3ccccc3)CC2)cc1	-15	0.83	-10	15	108	1	133*	-28	0.29	1
CCC(Sc1nccn1C)C(=O)Nc1nnc(C)s1 (stereo unspecified)	-11	1.2	3	11	97	1.1	105	-2	/	-8
O=S1(=O)CCN(Cc2ccccc2Cl)CC1	-4	1	0	4	100	1.1	103	2	/	-7
COc1cccc(OCCn2ccnc2)c1	-2	1.2	3	2	97	1.1	102	0	0.98	-9
Cc1cc(CN(C)C(=O)CC2C(=O)NCCN2Cc2ccc(F)c(F)c2)on1 (stereo unspecified)	6	1	-6	-6	104	1	106	-2	0.28	-5
O=C(NCc1ccc(Cl)c(Cl)c1)c1cccnc1	-8	0.96	14	8	88	1.1	91	17	/	-8
COc1cc(NS(=O)(=O)c2ccc(Br)cc2)c(OC)cc1NC(=O)c1ccco1	-3	1	3	3	97	1	104	2	0.0058	-2
COc1ccc(C(=O)N2N=C(c3cccc(OC)c3)CC2(O)C(F)(F)F)cc1 (stereo unspecified)	-9	1.1	3	9	98	1	103	-6	-0.58	-3
CSc1ccc(/C=C(/NC(=O)c2ccc(C)cc2)C(=O)Nc2cccc(F)c2)cc1	-11	1.2	3	11	97	1	94	5	/	-4
Cc1ccccc1OCCOC(=O)c1nc2nccc(C)n2n1	-19	0.99	11	19	90	1	102	2	-0.17	-1
COC(=O)c1cc(NC(=O)CN(c2ccccc2OC)S(=O)(=O)c2ccccc2)ccc1Cl	13	0.76	-4	-13	103	1	105	-6	/	-3
CCOC(=O)c1cnn(Cc2ccccc2Cl)c1N	28	0.93	-3	-28	102	1	102	-3	-0.36	-2
CCC(CCC(=O)Nc1ccn(-c2ccccc2)n1)C(=O)O (stereo unspecified)	9	0.99	0	-9	101	1	100	7	0.087	3
COCCNC(=O)C(c1cccs1)N(C(=O)Cn1nnc2ccccc21)c1ccc2c(c1)OCO2 (stereo unspecified)	-13	1.3	8	13	93	1	104	1	/	0
COc1ccc(C(NC(=O)/C=C/c2ccco2)c2ccc(OC)c(OC)c2)cc1 (stereo unspecified)	-8	1.1	-1	8	101	1	97	7	0.8	-1
O=C(O)C1C2C=CC(C2)C1C(=O)Nc1ccc2c(c1)OCCO2 (stereo unspecified)	-72	0.61	-2	/	103	1	81	25	0.27	-2
Cc1ccc(OCC(O)CN2CCN(Cc3ccc4c(c3)OCO4)CC2)c(C)c1 (stereo unspecified)	9	1.3	-6	-9	105	1	100	6	/	-5
Cc1cccc(-c2noc(CN(C(=O)C34CC5CC(CC(C5)C3)C4)C(C)C)n2)c1	-15	0.88	-4	15	101	1	99	3	-0.77	-5
Cc1ccc(NC(=O)COC(=O)c2cc(Cl)ccc2Cl)c(Br)c1	-7	1.3	-2	7	102	1	101	-1	0.6	-5
O=C(c1ccc(F)cc1)N1CCC(N2CCOCC2)CC1	-6	1.3	5	6	96	1	99	4	/	-4

Copied from the list.
STAT3 blocker result of `Cc1ccc(NC(=O)COC(=O)c2cc(Cl)ccc2Cl)c(Br)c1` stands at -1
STAT1 activator result of `O=C(c1ccc(F)cc1)N1CCC(N2CCOCC2)CC1` stands at 96
